High-throughput results from PubChem BioAssay.
RGS4-Gao reg – modulates binding of RGS4 to human Galphao; P09471; AID 1415; Multiplexed bead flow cytometry; actives lie on both sides; binding response (% of control), % at 10 µM; actives 0.33% (n = 220,000); in the data active = binding response below about 49% or above about 150%; inactive = in between;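 note: fluorescent Galphao activated with aluminum fluoride binding bead-coupled RGS4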
Bcl-2 Bim block – inhibitors of Bim-Bcl-2 interaction, human; actives 0.06% (n = 190,000); P10415; Bead-based flow cytometry, Bim peptide-Bcl-2 binding; AID 950; inhibition, % at 10 µM; in the data active = inhibition above about 40%; inconclusive = no clear call, values can overlap the other calls;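 note: 0% = no compound wells with probe peptide and 100% = reference peptide inhibitor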
Bim-Mcl-1 – inhibitors of Bim-Mcl-1 interaction, human. Q07820. inhibition, % at 10 µM. actives 0.1% (n = 190,000). Bead-based flow cytometry, Bim peptide-Mcl-1 binding;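 note: 0% = no compound tracer wells and 100% = peptide blocker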
Target sequence (Q07820 whole entry, looked up): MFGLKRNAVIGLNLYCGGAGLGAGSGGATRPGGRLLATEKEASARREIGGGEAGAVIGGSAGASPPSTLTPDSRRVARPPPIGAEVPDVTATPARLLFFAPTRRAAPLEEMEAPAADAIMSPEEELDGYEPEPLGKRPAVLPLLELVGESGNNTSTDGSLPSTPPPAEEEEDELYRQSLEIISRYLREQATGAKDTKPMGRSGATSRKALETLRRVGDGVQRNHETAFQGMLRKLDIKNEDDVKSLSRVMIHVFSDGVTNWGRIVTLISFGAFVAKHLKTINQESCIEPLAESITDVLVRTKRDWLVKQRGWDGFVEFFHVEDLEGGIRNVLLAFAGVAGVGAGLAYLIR
Bcl-W Bim block – disrupts Bim peptide binding to human Bcl-W | Q92843 | bead-based flow cytometry | inhibition, % at 10 µM | actives 0.02% (n = 190,000);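 note: 0% = bound tracer without compound and 100% = peptide blocker; higher means less fluorescent Bim peptide bound to Bcl-W beads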
Target sequence (Q92843 whole entry, looked up): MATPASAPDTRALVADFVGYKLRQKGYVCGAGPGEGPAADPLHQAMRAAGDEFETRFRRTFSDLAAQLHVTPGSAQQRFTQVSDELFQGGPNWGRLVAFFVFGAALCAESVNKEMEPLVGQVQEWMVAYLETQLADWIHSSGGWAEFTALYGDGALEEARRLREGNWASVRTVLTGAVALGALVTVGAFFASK
ABCG2 inh – inhibitors of human ABCG2 transporter, ABCB1 counter-screen; actives 0.1% (n = 190,000); IgMXP3 cells, JC-1 efflux, flow cytometry; Q9UNQ0; inhibition, % at 6.6 µM;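 active = inhibition above 80%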;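 note: 0% = DMSO and 100% = nicardipine control wells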
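Test system: IgMXP3 cells (ABCG2) mixed with DDAO far-red-labelled CCRF-Adr cells (ABCB1). Reagent: JC-1 transporter substrate. Compound dosing: single test compound dose, 6.6 µM final. Times: 10 min compound exposure, 25 °C. Detection: flow cytometry of retained JC-1 fluorescence. Read-out basis: efflux inhibition in percent versus controls. Controls: nicardipine and DMSO wells.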
Bcl-XL Bim block – inhibitors of Bim-Bcl-XL interaction, human; Bim peptide-Bcl-XL binding, bead flow cytometry, fluorescence; inhibition, % at 10 µM; actives 0.04% (n = 190,000); AID 1007
Target sequence (Q07817 whole entry, looked up): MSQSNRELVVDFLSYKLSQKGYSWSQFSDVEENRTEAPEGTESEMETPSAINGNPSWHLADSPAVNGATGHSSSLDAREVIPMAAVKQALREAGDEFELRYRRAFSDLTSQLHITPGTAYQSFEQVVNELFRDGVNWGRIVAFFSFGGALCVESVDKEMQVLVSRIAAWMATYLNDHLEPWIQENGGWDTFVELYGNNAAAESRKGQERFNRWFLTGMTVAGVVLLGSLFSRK
Bfl-1 Bim block – human Bim-Bfl-1 interaction inhibition; inhibition, % at 10 µM; actives 0.12% (n = 190,000); Bead-based flow cytometry, Bim-Bfl-1 binding inhibition; AID 1008;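 note: 0% = wells without compound plus tracer and 100% = blocker peptide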
ABCB1 block – human ABCB1 inhibition, ABCG2 as counter-screen. inhibition, % at 6.6 µM. CCRF-Adr cells, JC-1 efflux, flow cytometry. actives 0.067% (n = 190,000). P08183; in the data active = inhibition above about 40%;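 note: 0% = vehicle and 100% = reference inhibitor; higher value means more JC-1 retained so stronger ABCB1 efflux block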
RGS7-Gao – human RGS7-Galphao interaction regulation; P09471; AID 1439; actives 0.35% (n = 220,000); Multiplexed bead flow cytometry, RGS7-Galphao binding; actives lie on both sides; binding response (% of control), % at 10 µM; in the data active = binding response below about 49% or above about 150%; inconclusive = no clear call, values can overlap the other calls; inactive = in between;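 note: fluorescent Galphao held in activated GDP-AlF4 state binding bead-coupled RGS7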
RGS8-Gao reg – regulators of human RGS8-Galphao interaction | P09471 | multiplexed bead flow cytometry, RGS8-Galphao binding; actives lie on both sides | response (percent of control binding), % at 10 µM | actives 0.34% (n = 220,000) | AID 1423; in the data active = response below about 60% or above about 140%; inactive = in between;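 note: Galphao activated as the GDP aluminium fluoride complex binding bead-coupled RGS8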
Bim-Bcl-B – inhibitors of Bim-Bcl-B interaction, human. AID 951. inhibition, % at 10 µM. actives 0.073% (n = 190,000). Q9HD36. bead-based flow cytometry, Bim peptide-Bcl-B binding;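 note: 0% = tracer peptide without compound and 100% = reference inhibitor peptide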
Target sequence (Q9HD36 whole entry, looked up): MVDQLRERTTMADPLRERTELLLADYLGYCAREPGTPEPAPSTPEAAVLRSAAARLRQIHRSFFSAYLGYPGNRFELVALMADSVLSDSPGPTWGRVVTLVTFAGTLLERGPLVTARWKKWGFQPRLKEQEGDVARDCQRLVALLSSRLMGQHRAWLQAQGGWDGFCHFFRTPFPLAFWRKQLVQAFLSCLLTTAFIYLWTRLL
Numbers without * were called inactive; ? = inconclusive; / = not tested or not shown; [ ] = remark or other dose. Cut-off read from the data, not from the text of the source, unless noted: active = inhibition above about 40%.

SMILES	RGS4-Gao reg	Bcl-2 Bim block	Bim-Mcl-1	Bcl-W Bim block	ABCG2 inh	Bcl-XL Bim block	Bfl-1 Bim block	ABCB1 block	RGS7-Gao	RGS8-Gao reg	Bim-Bcl-B
O=C(O)/C(=C\c1ccco1)NC(=O)c1ccccc1	105	3	1	1	7	0	2	0.1	105	107	0
Cc1ccc2nc(NC(=O)CSc3ncnc4c3oc3ccccc34)sc2c1	97	-5	0	-1	-2	-1	-8	-1.3	98	100	-6
CCCCC(=O)N1CCCC(C(=O)OCC)C1 (stereo not drawn)	101	0	-2	0	0	-3	-1	-0.1	96	98	-1
O=C(Oc1cccc(NC2=NS(=O)(=O)c3ccccc32)c1)c1cccnc1	101	2	1	1	0	0	-3	0.0	99	101	-2
COc1ccc(OC)c(NC2c3ncccc3C(=O)N2Cc2ccco2)c1 (stereo not drawn)	87	-5	-2	0	0	-5	-3	-1.6	89	98	-2
O=C(NCC(O)c1ccccc1)c1cccc(S(=O)(=O)N2CCOCC2)c1 (stereo not drawn)	105	0	-2	0	4	-1	-1	1.0	100	100	-6
CN1CCN(C(=S)Nc2ccc(Oc3ccccc3)cc2)CC1	102	-1	-3	0	4	-1	-1	0.9	100	99	-9
COC(=O)c1cc(C(=O)N(Cc2ccccc2)c2ccccn2)cc([N+](=O)[O-])c1	102	-2	0	0	23	-2	0	3.9	101	103	-3
COc1cc2c(cc1OC)C(Nc1ccc(S(N)(=O)=O)cc1)=NC(C)(C)C2	98	-16	-1	-2	1	-6	-16	0.7	97	97	-5
c1ccc(C2C3=C(CCCC3)Nc3ncnn32)cc1 (stereo not drawn)	100	-6	-3	0	2	-5	-12	0.5	100	100	-5
Cc1cccc(CSC2=NCCN2C(=O)c2ccco2)c1	102	-9	-1	0	4	-5	-10	0.7	103	101	-7
O=C(NCCc1ccncc1)Nc1ccccc1Cl	88	-7	-3	0	1	-5	-5	0.2	194*[activator]	95	-6
Cc1ccnc(Sc2nc3c(c(=O)[nH]c(=O)n3C)n2CCCc2ccccc2)n1	101	-12	-1	-1	1	-3	-14	0.7	104	104	-8
CC(=O)C1CCN(Cc2ccccc2)CC1	101	-9	0	-2	0	1	-8	-0.1	102	106	-7
CN(C)S(=O)(=O)N(CC(=O)Nc1cccc(F)c1)c1ccccc1	100	1	0	0	36	1	0	0.6	91	98	3
Cc1cccc(C(=O)NCCNc2nc3cc(C)c(C)cc3cc2C)c1	105	-1	1	1	2	1	-3	0.8	?	101	1
Cc1ccc2c(c1)C1CN(C)CCC1N2CC(=O)N(C)c1ccccc1 (stereo not drawn)	102	-10	-11	-3	4	-9	-27	0.1	101	102	-9
O=C(c1ccccc1)c1c[nH]c(C(=O)NCCCN2CCOCC2)c1	98	-2	5	-1	1	-4	-12	0.1	97	100	-2
CCCN(CCC)CCNC(=O)C(NS(=O)(=O)c1ccc2c(c1)CCC(=O)N2)c1ccccc1 (stereo not drawn)	105	-14	0	0	5	-13	-13	0.8	103	100	-8
Nc1c(N2CCCC2)c2ccccc2oc1=O	102	-3	-4	-2	0	-2	-3	0.0	98	101	-3
CCOc1ccc(C(=O)Nc2ccc(NC(=O)c3cccs3)cc2)cc1[N+](=O)[O-]	99	-4	-2	-6	-8	-4	-5	-0.7	99	101	-9
CN(C)S(=O)(=O)c1cc(NC(=O)Cn2ccsc2=N)ccc1Cl	103	-4	-3	-3	0	-6	-9	0.5	?	105	-8
CCC(Oc1ccccc1)C(=O)Nc1ccc(S(=O)(=O)NCC2CCCO2)cc1 (stereo not drawn)	98	-4	-2	-5	1	-1	-1	0.4	101	101	-1
O=C(NCCN1CCOCC1)C12CC3CC(C1)CC(c1ccccc1)(C3)C2	99	0	9	0	14	-1	-2	1.6	99	101	-4
Cc1ccc(C(=O)Oc2coc(CSc3nnc(NC(=O)c4cccs4)s3)cc2=O)cc1	93	2	-6	-5	-13	-8	2	-0.8	91	91	-12
COC(=O)c1ccc(S(=O)(=O)N2Cc3ccccc3C2)cc1	101	0	-2	1	2	-3	-1	0.7	102	102	-9
CCCCCNC(=O)c1ccc2c(=O)n(CCCOCC)c(=S)[nH]c2c1	92	1	2	0	-1	0	2	-2.2	91	82	-1
Cc1nc2ccccc2c2oc(C(=O)NCc3ccc4c(c3)OCO4)cc12	91	-3	4	2	2	1	-5	-0.6	90	96	0
O=C(Cn1cc(-c2nnnn2-c2ccc(Cl)cc2)c(=O)c2ccccc21)c1ccccc1	112	-5	0	3	8	-1	-3	4.1	111	108	-3
COC(=O)COn1c(SCC(=O)OC)nc2ccccc2c1=O	96	-2	0	-2	1	-5	0	0.0	97	98	-4

Structures from the list above that contain a furan ring, fused or not, in the order listed:
SMILES	RGS4-Gao reg	Bcl-2 Bim block	Bim-Mcl-1	Bcl-W Bim block	ABCG2 inh	Bcl-XL Bim block	Bfl-1 Bim block	ABCB1 block	RGS7-Gao	RGS8-Gao reg	Bim-Bcl-B
O=C(O)/C(=C\c1ccco1)NC(=O)c1ccccc1	105	3	1	1	7	0	2	0.1	105	107	0
Cc1ccc2nc(NC(=O)CSc3ncnc4c3oc3ccccc34)sc2c1	97	-5	0	-1	-2	-1	-8	-1.3	98	100	-6
COc1ccc(OC)c(NC2c3ncccc3C(=O)N2Cc2ccco2)c1 (stereo not drawn)	87	-5	-2	0	0	-5	-3	-1.6	89	98	-2
Cc1cccc(CSC2=NCCN2C(=O)c2ccco2)c1	102	-9	-1	0	4	-5	-10	0.7	103	101	-7
Cc1nc2ccccc2c2oc(C(=O)NCc3ccc4c(c3)OCO4)cc12	91	-3	4	2	2	1	-5	-0.6	90	96	0

The list goes on:
SMILES	RGS4-Gao reg	Bcl-2 Bim block	Bim-Mcl-1	Bcl-W Bim block	ABCG2 inh	Bcl-XL Bim block	Bfl-1 Bim block	ABCB1 block	RGS7-Gao	RGS8-Gao reg	Bim-Bcl-B
O=C(O)CCCCCN1C(=O)C2CCCCC2C1=O (stereo not drawn)	97	?	/	/	-1	/	/	1.3	98	97	/
O=C(CSc1nnc(CNC(=O)c2cccs2)o1)Nc1ccccc1	103	-1	3	0	0	0	-1	0.3	90	102	-1
O=S(=O)(c1ccccc1)N1CCN=C1SCc1ccc(Cl)cc1	103	-3	-3	0	3	-2	-4	0.4	102	102	-2
C/C(=C\c1ccc(C)o1)C(=O)c1c(C)cc(C)[nH]c1=O	105	-1	0	-1	0	0	0	0.1	112	103	0
CCC1COC(c2cccn2Cc2ccc(Cl)cc2)=N1 (stereo not drawn)	106	-4	-5	-6	1	-4	-3	0.1	102	104	-4
CCOC(=O)c1cccc(NC(=O)C(C)N2C(=O)c3ccccc3C2=O)c1 (stereo not drawn)	102	-3	3	4	2	-1	-4	0.3	108	98	-8
C/C(=N\NC(=S)Nc1cccc(C)c1)c1ccco1	105	-3	-7	-5	15	-7	-5	-2.6	100	100	-12
O=C(COC(=O)c1sc2ccccc2c1Cl)NCC1CCCCC1	100	-6	-3	-4	30	-8	-8	0.2	104	99	-10
CCOC(=O)C1CCCN(C(=O)c2cn(CC)c3ccc(S(=O)(=O)N4CCCC4)cc3c2=O)C1 (stereo not drawn)	99	9	5	4	1	8	7	0.1	98	97	3
CC1(C)Cc2c(sc(N)c2C#N)C(C)(C)N1	99	-5	-6	-4	1	-11	-2	0.3	110	100	-29
Cc1cc(=O)[nH]c(N/N=C/c2ccc(OC(=O)c3cccnc3)cc2)n1	102	0	-26	-12	1	-17	-3	-0.2	98	104	-1
Cn1cc([N+](=O)[O-])c(C(=O)Nc2ccn(Cc3c(F)c(F)cc(F)c3F)n2)n1	93	-4	-2	-4	5	-2	-3	0.9	95	85	-1
Cc1cc(Oc2ccccc2)nc(OCC#N)n1	97	-5	-1	0	-1	-4	-14	-0.2	96	99	-7
O=C(Nc1ccc([N+](=O)[O-])cc1)N1CCCCC1	101	-1	-3	-3	3	-3	-4	-0.5	?	101	-7
C=CCN(C(=O)Nc1ccc(F)cc1)C1CC(=O)N(c2ccc(OC)cc2)C1=O (stereo not drawn)	134	0	0	-2	2	-2	2	0.8	125	158*[activator]	-1
O=C(Cc1ccc(-c2ccccc2)cc1)NC(c1ccccc1)c1ccccc1	99	-12	-21	-14	-11	-18	4	-0.5	104	98	-47
CCOc1ccc(-n2c(=O)c3c(C)c(C)sc3n(CC(=O)NCc3ccco3)c2=O)cc1	100	-5	-1	-4	0	-3	-5	0.0	98	103	-7
CCN(CC)C(=O)Cn1cc(C(=O)C(=O)NCC2COc3ccccc3O2)c2ccccc21 (stereo not drawn)	97	-2	0	0	9	0	-3	1.2	97	99	0
CC(NC(=O)/C=C/c1ccc(Br)cc1)c1ccc(Cl)cc1 (stereo not drawn)	102	0	-6	-2	6	-5	0	0.8	101	103	-9
Cc1cc(OCC(=O)Nc2ccncc2)ccc1[N+](=O)[O-]	98	-6	0	-2	13	-4	-3	0.9	?	97	-3
C=C(C)CNC(=S)NNC(=O)CCn1c2cc(Cl)ccc2c2ccc(Cl)cc21	102	-1	1	-4	1	-7	-7	-0.4	100	94	-7
CCOc1cccc(/C=N/NS(=O)(=O)c2ccc(C)c([N+](=O)[O-])c2)c1O	98	0	1	0	-2	0	-1	-0.5	?	96	-2
C[n+]1cc[nH]c1SCC(=O)c1ccccc1	101	-5	-2	4	0	2	-10	0.1	104	101	-9
CC(C)c1ccc(NC(=O)COc2ccc(F)cc2C(=O)c2cnn(-c3ccccc3)c2)cc1	102	-1	-4	-3	12	-4	-2	8.9	102	102	-4
O=C(NCc1cccs1)c1cc(-c2ccccn2)nc2ccc(Br)cc12	103	0	1	1	12	-4	-4	1.3	?	103	0
CC(=O)c1cccc(NC(=O)c2ccc3c(Cl)c4c(nc3c2)CCCC4)c1	105	-7	-3	0	1	-2	-6	0.6	104	105	-9
Cc1cccc(N/C(N)=N/c2nc(C)cc(C)n2)c1	104	-4	3	4	3	-2	-13	0.8	103	105	-4
CCc1ccc(NC(=O)CSc2ccc(-c3ccco3)nn2)cc1	103	6	0	0	3	0	-1	0.2	98	99	-2
CCC1(CC)NC(=O)N(CC(=O)OCC(=O)Nc2ccc(C(F)(F)F)cc2)C1=O	98	-8	-3	-3	30	-10	-20	0.8	96	97	-6
COc1ccc(/C=N/NC(=O)CCn2cnc(-c3ccccc3)c2-c2ccccc2)cc1	102	-19	-2	-2	3	-6	-14	1.3	102	102	-4
O=C(NCc1ccncc1)NC1CCCCC1	104	0	-3	-2	3	0	1	0.3	115	94	0
COc1ccccc1C(=O)N1CCN(c2nc3cc(C)c(C)cc3cc2C#N)CC1	100	-13	-3	2	45	-7	-16	5.3	101	100	-11
Cc1ccccc1S(=O)(=O)Cc1ccc(C(=O)NCc2cccs2)o1	108	-3	4	0	0	-2	-11	0.1	108	107	-2
Cc1cc(C(=O)O)cc(S(=O)(=O)N2CCOCC2)c1C	103	-9	1	0	-3	0	-7	-2.8	103	106	-8
CC(C)CC(NC(=O)OC(C)(C)C)c1cn([C@@H](Cc2ccc(O)cc2)C(=O)N2CCN(C(=O)OC(C)(C)C)CC2)nn1 (stereo partly drawn)	75	-1	-4	-2	8	0	0	0.8	70	83	1
